# M. tuberculosis HTS = M. tuberculosis growth inhibition, HTS (AID 449762); M. tuberculosis H37Rv growth inhibition, 7H9 media; higher % means a stronger effect; inhibition, % at 25 µM; hits with a dose series show IC50 in µM; 0.59% of 330,000 active; in the data active means a potency from the dose series; inconclusive means inhibition above about 70% without an active follow-up result;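 further: bacterial growth assessed after seven days of incubation; strong numbers were not always called active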
# Salmonella PhoP GFP = PhoP regulon inhibitors, Salmonella typhi PhoP promoter GFP reporter, confirmatory (AID 1850). Salmonella Typhi PhoP-promoter GFP reporter, fluorescence, 4 h; higher % means a stronger effect. inhibition, % at 50 µM; hits with a dose series show IC50 in µM. 0.33% of 310,000 active; in the data active means a potency from the dose series; inconclusive means inhibition mostly from about 25% at the one dose, without a potency; inactive means the rest, 99 in 100 with inhibition below about 19%;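 further: 0% = induced wells with vehicle and 100% = uninduced wells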
# VEEV TC-83 Vero = inhibitors of VEEV TC-83 cytopathic effect, confirmation, Vero cells (AID 588727); Vero cells, VEEV TC-83 cytopathic effect inhibition; higher % means a stronger effect; inhibition, % at 20 µM, or IC50 in µM where a hit was titrated; 0.13% of 350,000 active; in the data active means a potency from the dose series; inconclusive means inhibition mostly from about 14% at the one dose, without a potency; inactive means the rest, 99 in 100 with inhibition below about 12%; further: strong numbers were not always called active
# M. tuberculosis = growth inhibition of non-replicating M. tuberculosis (AID 488890) | Mycobacterium tuberculosis non-replicating, growth inhibition; higher % means a stronger effect | inhibition, % at 25 µM; hits with a dose series show IC50 in µM | 0.39% of 320,000 active; in the data active means a potency from the dose series; inconclusive means inhibition mostly from about 82% at the one dose, without a potency; inactive means the rest, 99 in 100 with inhibition below about 76%;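 further: plate controls were DMSO cells for no effect and high antibiotic wells for full effect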
# influenza NS1A = H1N1 influenza NS1A inhibitors, functional cell based assay (AID 504329) | NS1A functional cell-based assay, percent inhibition; higher % means a stronger effect | one-dose inhibition, % at 12.5 µM; IC50 in µM for titrated hits | 0.3% of 340,000 active; in the data active means a potency from the dose series; inconclusive means inhibition above about 27% without an active follow-up result; further: strong numbers were not always called active
# VEEV TC-83 Vero 10K pilot screen = recorded beside VEEV TC-83 Vero, whose call it bears; inhibition, %; measured here: 10K pilot screen inhibition
# The depositor's hits bear a star; i = inactive; ? = inconclusive; . = no result given.
SMILES,M. tuberculosis HTS,Salmonella PhoP GFP,VEEV TC-83 Vero,M. tuberculosis,influenza NS1A,others
CCOC(=O)CSc1cc(CS(=O)c2ccc(Cl)cc2)nc(-c2ccccc2)n1 (stereo not given),?,-5%,0.9%,?,0%,
CC(C)(C)c1ccc(OC(=O)c2ccc3nsnc3c2)cc1,19%,-5%,0.2%,64%,0%,
COC(=O)c1cn(NC(=O)Cn2nc([N+](=O)[O-])c(Cl)c2C)c(=O)c2ccccc12,-1%,-3%,1.3%,-5%,-6%,
C=CCN1C(=O)C(Cc2ccc(F)cc2)S/C1=N/N=C/c1cccs1 (stereo not given),-7%,-5%,4.1%,-3%,2%,
Cc1ccnc(SCC(=O)c2cccc([N+](=O)[O-])c2)n1,-3%,-2%,2.3%,55%,3%,
O=C(NCCc1nnc2ccc(NCc3ccccc3Cl)nn12)c1ccccc1,-8%,-9%,0.0%,-4%,-1%,
COc1ccc(Cl)cc1NC(=O)CN(C)C(=O)c1ccc(COc2ccccc2)cc1,?,1%,4.8%,2%,7%,
O=c1nc2c(-c3cccc(Br)c3)n[nH]n2c2ccccc12,-3%,2%,3.0%,6%,-3%,
CCc1ccc(-n2nc3cc(C)c(N)cc3n2)cc1,96%,-3%,2.8%,49%,-3%,
Cc1ccccc1OCCn1c(=O)oc2ccccc21,4%,-4%,1.8%,30%,1%,VEEV TC-83 Vero 10K pilot screen=1.5
Cn1c(SCc2nc3ccccc3[nH]2)nnc1-c1ccccn1,-7%,2%,0.3%,-6%,14%,
CN(Cc1ccccc1)Cc1nc2c(c(=O)n(C)c(=O)n2C)n1CCCc1ccccc1,17%,18%,3.6%,-15%,-1%,
COc1ccnc(Oc2ccccc2)c1C(=O)N/C=N/OCc1ccccc1F,2%,5%,11%,14%,-4%,
COc1ccc(CCNC(=S)Nc2ccc(OC)cc2)cc1,0%,-5%,0.7%,69%,8%,VEEV TC-83 Vero 10K pilot screen=0.2
C[C@]12CCC3C(CC[C@H]4C[C@@H](O)CC[C@]34C)[C@H]1CC[C@H]2O (stereo not given in full),-4%,.,1.9%,2%,-3%,
O=S(=O)(NCc1cccs1)c1ccc(Br)cc1,21%,-10%,4.3%,22%,-4%,
COC(=O)c1ccccc1NC(=S)NC(=O)COc1ccc(C(C)C)cc1,11%,-11%,1.5%,41%,4%,
O=C1c2ccccc2-c2nccnc21,-8%,-10%,3.5%,17%,-2%,
N#CC(C#N)=C(N)CSc1cccc[n+]1[O-],6.3µM*,-5%,2.1%,?,1%,VEEV TC-83 Vero 10K pilot screen=0.1
CCCCNC(=O)C(=O)N/N=C/c1ccc(OCc2ccccc2)cc1,1%,10%,1.7%,-5%,-15%,
COc1ccc(C(=O)NCCCNC(=O)c2cccnc2)cc1OC,3%,15%,0.1%,-10%,0%,
COC(=O)c1ccc(C(C(=O)NCc2ccccc2)N(Cc2cccs2)C(=O)c2cnccn2)cc1 (stereo not given),-6%,7%,i,-11%,4%,
Cc1cccc(NC(=O)C2CCCN(S(=O)(=O)c3cccc4nonc34)C2)c1 (stereo not given),3%,-6%,0.3%,-6%,-1%,
COc1ccc(CN2CCN(C(=O)CCC(=O)Nc3nnc(C4CCCCC4)s3)CC2)cc1F,5%,3%,0.1%,42%,2%,
COc1ccc(NC(=O)c2cc3ccc(O)cc3o/c2=N\O)cc1,5%,-2%,2.8%,4%,7%,
O=C(O)c1nnn(-c2ccc([N+](=O)[O-])cc2)c1-c1ccccc1,2%,11%,0.6%,-15%,0%,
O=C(N/N=C/c1c(O)n(-c2ccccc2)c(=S)[nH]c1=O)c1ccccc1,3%,-6%,0.4%,16%,.,
COC(=O)c1ccc(/C=C/C(=O)OCC(=O)Nc2sccc2C(N)=O)cc1,0%,.,5.5%,21%,7%,
COc1ccc(OC)c(-c2nc(CN3CCN(C(=O)c4ccco4)CC3)c(C)o2)c1,2%,3%,0.6%,7%,4%,
CCC1CCCCN1C(=O)Nc1cccc(NC(=O)N2CCCCC2CC)c1 (stereo not given),-3%,10%,0.2%,-8%,4%,
COC/C=C/C1=CC2=CC(=O)C(C)(OC(=O)c3cccs3)C(=O)C2=CO1 (stereo not given),-3%,-8%,.,-8%,.,
CCC(C)Sc1nc2ccccc2c(=O)[nH]1 (stereo not given),2%,-5%,2.0%,21%,-12%,
Cc1csc(NC(=O)Nc2cccc(Cl)c2)n1,-3%,4%,1.6%,14%,-2%,
Cc1cccc(C)c1NC(=O)CN(C)C(=O)c1ccc(-c2cccc(C(F)(F)F)c2)o1,-9%,8%,4.9%,10%,12%,
CC1CCCCN1C(=O)c1ccccc1OC1CCN(S(C)(=O)=O)CC1 (stereo not given),3%,6%,0.3%,3%,-7%,
Cc1cc(C)n2nc(C(=O)Nc3ccc4c(c3)OCCO4)nc2n1,-18%,.,6.6%,-8%,4%,
OCC(O)C(O)CC1SCCS1 (stereo not given),.,.,i,.,7%,
COc1ccc(-c2[nH]c(-c3ccccc3)nc2SCC(=O)NC2CCCC2)cc1,70%,1%,10%,66%,12%,
Cc1cc(C(=O)N/N=C/c2cccc([N+](=O)[O-])c2)c(C)o1,10%,-7%,6.7%,-9%,3%,
Cc1cc(C)n2cc(CSc3nc4ccccc4s3)nc2n1,1%,-3%,0.0%,-6%,3%,
C/C(=N\NC(=O)c1nnn(-c2nonc2N)c1-c1ccccc1)c1ccco1,-5%,-3%,0.8%,-6%,-3%,
N#CC(C(=O)Nc1ccc(Cl)cc1)=C1Nc2ccccc2N1,1%,-5%,0.6%,-14%,-4%,
O=C(NCc1ccco1)/C(=C/c1ccccc1F)NC(=O)c1ccccc1,10%,-18%,0.2%,-9%,6%,
CCOc1ccccc1NC1=C(OC)C(=O)C(Nc2ccccc2OCC)=C(OC)C1=O,.,.,6.2%,.,1%,
COc1ccc(OC)c(NC(=O)COC(=O)CC2CCCCC2)c1,7%,.,5.1%,66%,11%,
CNC(=O)/C(C#N)=C/c1c(N2CCCCCC2)nc2ccccn2c1=O,-6%,-18%,i,0%,-13%,
Cc1ccc(OCC(=O)N(C)CCc2ccccn2)cc1,-15%,-12%,i,-2%,-3%,
COc1ccc(-n2c(C)cc(C=O)c2C)cc1Cl,3%,5%,i,15%,5%,
O=C(/C=C/c1ccc(Cl)cc1)N1CCN(c2ccccc2[N+](=O)[O-])CC1,2%,3%,0.5%,30%,7%,
O=C(Nc1ccon1)c1ccc(S(=O)(=O)N2CCCCCC2)cc1,0%,-4%,2.1%,-1%,-15%,
COC(=O)CCC(=O)N1CCC(CCC(=O)NCc2ccc(F)cc2)CC1,2%,-3%,i,0%,-8%,
Cc1noc(C)c1C(=O)OCC(=O)c1c(N)n(CC(C)C)c(=O)n(C)c1=O,-7%,-10%,7.5%,-11%,4%,
O=C(O)c1ccc(NS(=O)(=O)c2ccc3c(c2)OCCO3)cc1,8%,-4%,1.9%,-7%,0%,
CCSc1ccc(C(=O)Nc2ccc(Br)cn2)cc1[N+](=O)[O-],2%,-3%,0.3%,9%,-5%,
O=C1c2ccccc2C(=O)N1OCc1ccc(Cl)cc1,-2%,-7%,i,14%,-13%,
Cc1ccc(SCc2cn3c(C)cc(C)nc3n2)cc1,-2%,3%,0.2%,12%,9%,
Cc1ccc(-n2nnc3c(=O)n(CC(=O)OCc4ccccc4)cnc32)cc1,-6%,-3%,i,-12%,-16%,VEEV TC-83 Vero 10K pilot screen=0.2
CC(C)(C)C(=O)Nc1cc(NC(=O)C(C)(C)C)cc(C(=O)NNC(=O)c2ccncc2)c1,3%,1%,0.2%,-1%,-6%,
C[C@H]1CN=C(N(C)C)N1CC1CCC(C(C)(C)C)CC1 (stereo not given in full),4%,-14%,i,26%,7%,
O=C(COC(=O)c1cnc(Cl)c(Cl)c1)NCc1cccs1,14%,3%,1.4%,45%,6%,

# The list continues.
SMILES,M. tuberculosis HTS,Salmonella PhoP GFP,VEEV TC-83 Vero,M. tuberculosis,influenza NS1A,others
O=C(Cn1[nH]c(=O)c2ccccc2c1=O)OCC(=O)c1ccc(F)cc1,8%,10%,1.0%,5%,-3%,
O=C(c1ccc(S(=O)(=O)N2CCCCC2)cc1)N1CCCC(C(F)(F)F)C1 (stereo not given),-3%,-5%,0.4%,13%,-7%,
COCC1CCN(C(=O)C2CCC(=O)N(Cc3ccc(Cl)cc3)C2)CC1 (stereo not given),-6%,-11%,1.4%,-4%,-11%,
CN(C)CCCNC(=O)C[C@H]1C[C@H](C(=O)N2CCOCC2)[C@@]2(CCC3CCCC3)c3[nH]c4cc(CCC(=O)N(C)C)ccc4c3CCN2C1=O,.,.,0.6%,.,-8%,
O=C(O)C1CCN(C(=O)c2ccco2)CC1,-7%,5%,i,-12%,-4%,
COc1ccccc1OCC(=O)Nc1ccc(Cl)cc1C(=O)c1ccccc1,8%,6%,3.6%,-3%,3%,
OC(CNCC(c1ccco1)N1CCCCC1)c1ccccc1 (stereo not given),-3%,5%,i,16%,-2%,
Cc1ccc(N2C(=O)N(CC(=O)NC(N)=O)C(=O)C2C)cc1 (stereo not given),4%,-1%,1.0%,-8%,12%,
COc1ccc(S(=O)(=O)Nc2cccc(-c3ccc4nncn4n3)c2)cc1,43%,2%,9.9%,-11%,-7%,
CC(C)CC(NC(=O)C(NC(=O)C1OC2OC(C)(C)OC2C2OC(C)(C)OC12)C(C)C)C(=O)O (stereo not given),8%,-14%,0.6%,-9%,-12%,
Cc1c(C(=O)C(=O)NCC2CCCO2)c2ccccc2n1C (stereo not given),-1%,10%,1.3%,-7%,-4%,
CC1=[N+](C)N(c2ccccc2)C(=O)C1N=Cc1ccc(Cl)cc1 (stereo not given),7%,-10%,1.8%,22%,0%,
COc1ccc2oc(=O)c(C(=O)NC3CCCCCC3)cc2c1,5%,-6%,0.4%,?,-1%,
O=C(O)c1cc(N2C(=O)CCC2=O)ccc1Cl,?,2%,0.1%,35%,-8%,
COCCNS(=O)(=O)c1cc(C(=O)O)ccc1OC,-5%,5%,1.1%,-11%,-5%,
CCn1c(=O)n(CC)c2cc(N3CCCC3)c(NC(=O)c3ccccc3Br)cc21,37%,-7%,9.0%,19%,2%,
Cc1oc(-c2ccc(Cl)cc2)nc1CN1CCC(C(=O)NCc2ccco2)CC1,-2%,-2%,i,31%,6%,
COc1ccc(C(C(=O)NCC2CCCO2)N(Cc2ccccc2)C(=O)CNC(=O)c2ccco2)cc1OC (stereo not given),3%,-26%,0.1%,-10%,0%,
Cc1ccccc1C(=O)Nc1nnc(S(=O)(=O)N2CCCCC2)s1,-11%,-3%,0.8%,-7%,7%,VEEV TC-83 Vero 10K pilot screen=2.7

# Molecules listed so far with a furan ring, fused or not, in the order listed:
SMILES,M. tuberculosis HTS,Salmonella PhoP GFP,VEEV TC-83 Vero,M. tuberculosis,influenza NS1A,others
COc1ccc(OC)c(-c2nc(CN3CCN(C(=O)c4ccco4)CC3)c(C)o2)c1,2%,3%,0.6%,7%,4%,
Cc1cccc(C)c1NC(=O)CN(C)C(=O)c1ccc(-c2cccc(C(F)(F)F)c2)o1,-9%,8%,4.9%,10%,12%,
Cc1cc(C(=O)N/N=C/c2cccc([N+](=O)[O-])c2)c(C)o1,10%,-7%,6.7%,-9%,3%,
C/C(=N\NC(=O)c1nnn(-c2nonc2N)c1-c1ccccc1)c1ccco1,-5%,-3%,0.8%,-6%,-3%,
O=C(NCc1ccco1)/C(=C/c1ccccc1F)NC(=O)c1ccccc1,10%,-18%,0.2%,-9%,6%,
O=C(O)C1CCN(C(=O)c2ccco2)CC1,-7%,5%,i,-12%,-4%,
OC(CNCC(c1ccco1)N1CCCCC1)c1ccccc1 (stereo not given),-3%,5%,i,16%,-2%,
Cc1oc(-c2ccc(Cl)cc2)nc1CN1CCC(C(=O)NCc2ccco2)CC1,-2%,-2%,i,31%,6%,
COc1ccc(C(C(=O)NCC2CCCO2)N(Cc2ccccc2)C(=O)CNC(=O)c2ccco2)cc1OC (stereo not given),3%,-26%,0.1%,-10%,0%,

# Screening results (PubChem BioAssay)
